Rev-erbA mod – modulators of Rev-erb alpha DNA binding, primary screen, biochemical, FITC-DNA, fluorescence polarization, uHTS; Nuclear receptor subfamily 1 group D member 1 (Homo sapiens), P20393; Rev-erbα–FITC-DNA binding, 90 min; activity, % at 10 µM; actives 0.79% (n = 370,000); AID 1259318, 2017;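 active = activity above about 14%, limit read from the data; passing the limit was not always enough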;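 note: 0% = DMSO wells with 35 nM protein and 100% = DMSO wells with 750 nM protein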
Target sequence (P20393 whole entry, looked up): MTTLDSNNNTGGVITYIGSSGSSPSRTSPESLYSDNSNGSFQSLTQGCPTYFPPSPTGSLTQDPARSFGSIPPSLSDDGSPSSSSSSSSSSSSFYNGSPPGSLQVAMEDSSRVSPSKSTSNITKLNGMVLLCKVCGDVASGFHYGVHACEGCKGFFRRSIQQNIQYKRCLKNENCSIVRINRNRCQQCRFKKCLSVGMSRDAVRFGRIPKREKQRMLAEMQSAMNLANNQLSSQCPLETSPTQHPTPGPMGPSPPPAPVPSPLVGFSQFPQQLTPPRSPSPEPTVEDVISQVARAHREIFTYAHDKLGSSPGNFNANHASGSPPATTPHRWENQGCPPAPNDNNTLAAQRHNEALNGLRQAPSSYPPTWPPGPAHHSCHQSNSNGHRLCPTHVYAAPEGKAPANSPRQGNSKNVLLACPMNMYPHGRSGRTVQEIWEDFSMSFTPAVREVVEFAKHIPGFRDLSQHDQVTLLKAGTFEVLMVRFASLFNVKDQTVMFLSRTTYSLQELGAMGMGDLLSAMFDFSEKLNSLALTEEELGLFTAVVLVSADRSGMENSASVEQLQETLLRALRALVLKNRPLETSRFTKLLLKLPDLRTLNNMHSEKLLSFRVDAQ
rCAG RNA binder – binders of r(CAG) RNA repeats, primary screen, biochemical, fluorescence. r(CAG) RNA repeat, TO-PRO-1 dye displacement fluorescence. inhibition, % at 3 µM. actives 1.3% (n = 370,000). AID 651821, 2012;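 active = inhibition above the plate cutoff, the mean of all test compounds on that plate plus 3 SD, cut at about 35% in these data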;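 note: 0% = DMSO alone and 100% = 100 µM mitoxantrone as full dye displacement; higher means more dye released from RNA so lower well fluorescence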
PG9 Ab binder – binders of HIV-1 gp120 antibody PG9, primary screen, biochemical, TR-FRET; HIV-1 gp120 / PG9 antibody interaction; TR-FRET gp120-PG9 antibody binding; inhibition, % at 6.7 µM; actives 0.43% (n = 360,000); AID 624416, 2012; in the data active = inhibition above about 8.5%
TCR CD3 inh – inhibitors of human TCR-CD3 interaction, primary screen, biochemical, fluorescence, TAMRA-labeled TCR probe; AID 651800, 2012; actives 0.37% (n = 360,000); inhibition, % at 9.4 µM; in the data active = inhibition above about 19%;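 note: recombinant mutant TCR 2C K166C tagged with TAMRA read by polarization; 0% = receptor in buffer alone and 100% = receptor with positive control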
MBD2 inh – inhibitors of MBD2 binding to methylated DNA, primary screen, biochemical, TR-FRET, DNA-binding domain, human; Methyl-CpG-binding domain protein 2 (Homo sapiens), Q9UBB5; MBD2 binding to methylated oligonucleotide; inhibition, % at 4.4 µM; actives 0.31% (n = 370,000); in the data active = inhibition above about 13%
UHRF1 binding – UHRF1 methylated DNA binding inhibitors, primary screen, counter-screen for MBD2 inhibitor project, biochemical, TR-FRET, human UHRF1, single concentration | inhibition, % at 4.4 µM | AID 687016, 2013 | UHRF1 binding to methylated oligo | actives 0.75% (n = 370,000) | E3 ubiquitin-protein ligase UHRF1 (Homo sapiens), Q96T88; in the data active = inhibition above about 21%;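 note: UHRF1 SRA domain binding a hemimethylated CpG hairpin DNA probe; 0% = median of test compound wells and 100% = reference inhibitor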
mABHD4 FP – ABHD4 inhibitors, primary screen, biochemical, fluorescence polarization, mouse. purified mABHD4, FP-Rh probe fluorescence polarization. inhibition, % at 8.92 µM. (Lyso)-N-acylphosphatidylethanolamine lipase (Mus musculus), Q8VD66. actives 0.54% (n = 370,000);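 active = inhibition exceeding the mean over every tested compound plus 3 SD, cut at about 30% in these data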;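 note: 0% = plate median of compound wells and 100% = S159A mutant with DMSO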
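Test system: mABHD4 protein; Read-out basis: % inhibition; Incubation: 45 min + 60 min at 25 °C; Repeats: single replicate; Technique: fluorescence polarization with parallel and perpendicular emission, 525/598 nm; Compound: 8.92 µM, single dose; Benchmarks: full inhibition S159A mutant plus DMSO, zero as sample-well median.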
HTRA1 inh – HTRA1 serine protease inhibitors, primary screen, biochemical, fluorescence polarization, HTS; inhibition, % at 5.96 µM; AID 504803, 2011; actives 0.5% (n = 340,000); recombinant HTRA1, FP-rhodamine activity-based probe; in the data active = inhibition above about 36%;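 note: 0% = enzyme with DMSO and 100% = wells lacking enzyme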
PRMT1 inh – PRMT1 methyltransferase inhibitors, primary screen, biochemical, fluorescence polarization | actives 1.3% (n = 370,000) | inhibition, % at 2.79 µM | recombinant PRMT1, activity-based probe fluorescence polarization;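 active = inhibition above about 21% made by adding two undisclosed values, limit read from the data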
Target sequence (Q99873 whole entry, looked up): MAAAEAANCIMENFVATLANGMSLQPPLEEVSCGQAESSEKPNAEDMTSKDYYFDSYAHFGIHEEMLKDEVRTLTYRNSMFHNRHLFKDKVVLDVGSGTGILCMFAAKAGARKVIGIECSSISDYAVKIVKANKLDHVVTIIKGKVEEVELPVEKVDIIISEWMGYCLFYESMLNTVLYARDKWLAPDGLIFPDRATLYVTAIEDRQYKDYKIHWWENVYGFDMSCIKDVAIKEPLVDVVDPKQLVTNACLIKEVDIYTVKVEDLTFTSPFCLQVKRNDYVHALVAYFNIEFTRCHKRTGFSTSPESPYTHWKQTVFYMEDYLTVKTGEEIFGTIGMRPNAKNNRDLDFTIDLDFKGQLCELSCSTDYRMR
LEDGF integ inh – blockers of LEDGF/p75-dependent integrase strand transfer – biochemical, TR-FRET, high throughput, primary screen | HIV-1 integrase (with human LEDGF/p75) | TR-FRET IN-LEDGF/p75 DNA integration, Eu/Cy5 | inhibition, % at 3.7 µM | actives 0.64% (n = 370,000) | AID 743269, 2014;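 active = inhibition above the screen-wide mean plus 3 SD, cut at about 13% in these data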;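 note: signal is the Cy5 over europium emission ratio at 671 and 618 nm; 0% = plate median of compound wells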
* marks the source's active call; other numbers are inactive results. This is a subset; rates above refer to the full screens.

For Cc1nc(CCNS(=O)(=O)c2cccs2)cs1 the results were Rev-erbA mod 4, rCAG RNA binder 1, PG9 Ab binder 0.3, TCR CD3 inh 3, MBD2 inh 2, UHRF1 binding -4, mABHD4 FP 1, HTRA1 inh -8, PRMT1 inh -1 and LEDGF integ inh -3.
For O=S(=O)(NCC(c1ccco1)N1CCc2ccccc2C1)c1ccc(F)cc1 (stereo not given) the results were Rev-erbA mod 0, rCAG RNA binder -1, PG9 Ab binder -0.6, TCR CD3 inh 2, MBD2 inh 4, UHRF1 binding -2, mABHD4 FP 2, HTRA1 inh -12, PRMT1 inh 0 and LEDGF integ inh 2.
`Cc1ccc(Nc2cc(-c3ccccc3)nc3ncnn23)cc1` gave Rev-erbA mod -3, rCAG RNA binder -1, PG9 Ab binder -0.5, TCR CD3 inh -1, MBD2 inh 0, UHRF1 binding 5, mABHD4 FP -6, HTRA1 inh -16, PRMT1 inh -4 and LEDGF integ inh 2.
`O=C(CN1C(=O)NC2(CCCCC2)C1=O)Nc1ccc2c(c1)CCC2` gave Rev-erbA mod -5, rCAG RNA binder -6, PG9 Ab binder 1.4, TCR CD3 inh 5, MBD2 inh 7, UHRF1 binding -1, mABHD4 FP -4, HTRA1 inh 0, PRMT1 inh -5 and LEDGF integ inh -3.
For COc1ccc(OCC(=O)NC2CCCCCCC2)cc1 the results were Rev-erbA mod 4, rCAG RNA binder -2, PG9 Ab binder -1.2, TCR CD3 inh -2, MBD2 inh 5, UHRF1 binding -2, mABHD4 FP -5, HTRA1 inh -5, PRMT1 inh -4 and LEDGF integ inh 7.
OC(COc1cccc2ccccc12)CN1CCOCC1 (stereo not given) was read as Rev-erbA mod 3, rCAG RNA binder -1, PG9 Ab binder 0.0, TCR CD3 inh -2, MBD2 inh 2, UHRF1 binding 0, mABHD4 FP 0, HTRA1 inh -5, PRMT1 inh 3 and LEDGF integ inh 0.
For C[C@@H](NC(=O)c1nc[nH]c1C(=O)N[C@@H](Cc1ccccc1)C(=O)OC(C)(C)C)c1ccccc1 the results were Rev-erbA mod 3, rCAG RNA binder 0, PG9 Ab binder 0.9, TCR CD3 inh 2, MBD2 inh -2, UHRF1 binding -2, mABHD4 FP -34, HTRA1 inh -40, PRMT1 inh 2 and LEDGF integ inh 0.
Screening O=C(NCCC1CC1(Cl)Cl)Nc1ccccc1 (stereo not given) returned Rev-erbA mod 5, rCAG RNA binder 0, PG9 Ab binder -1.4, TCR CD3 inh -4, MBD2 inh -1, UHRF1 binding 2, mABHD4 FP -1, HTRA1 inh 0, PRMT1 inh 3 and LEDGF integ inh -5.
`O=C(NCCc1ccco1)C(=O)NCC1OCCCN1S(=O)(=O)c1ccccc1` (stereo not given) gave Rev-erbA mod 4, rCAG RNA binder 0, PG9 Ab binder 0.8, TCR CD3 inh 12, MBD2 inh -1, UHRF1 binding 1, mABHD4 FP -3, HTRA1 inh 0, PRMT1 inh 0 and LEDGF integ inh 1.
`CCN(CC)S(=O)(=O)c1ccc(NC(=O)CN(c2cccc(F)c2)S(C)(=O)=O)cc1` gave Rev-erbA mod -5, rCAG RNA binder 0, PG9 Ab binder 1.2, TCR CD3 inh 5, MBD2 inh 1, UHRF1 binding 0, mABHD4 FP -5, HTRA1 inh -11, PRMT1 inh -2 and LEDGF integ inh -3.
Screening CCOC(=O)CSc1nc2ccccc2c(=O)n1Cc1ccco1 returned Rev-erbA mod 1, rCAG RNA binder -6, PG9 Ab binder -1.1, TCR CD3 inh 0, MBD2 inh 1, UHRF1 binding -2, mABHD4 FP 1, HTRA1 inh -13, PRMT1 inh -2 and LEDGF integ inh 0.
COC(=O)c1c(C)nc(C)c(C(=O)OC)c1-c1ccc(OC)cc1 was read as Rev-erbA mod -2, rCAG RNA binder -7, PG9 Ab binder -1.6, TCR CD3 inh 4, MBD2 inh -3, UHRF1 binding 1, mABHD4 FP -1, HTRA1 inh 7, PRMT1 inh -1 and LEDGF integ inh -2.

Looked up by compound from the entries so far:
OC(COc1cccc2ccccc12)CN1CCOCC1 (stereo not given) was read as Rev-erbA mod 3, rCAG RNA binder -1, PG9 Ab binder 0.0, TCR CD3 inh -2, MBD2 inh 2, UHRF1 binding 0, mABHD4 FP 0, HTRA1 inh -5, PRMT1 inh 3 and LEDGF integ inh 0.
For COc1ccc(OCC(=O)NC2CCCCCCC2)cc1 the results were Rev-erbA mod 4, rCAG RNA binder -2, PG9 Ab binder -1.2, TCR CD3 inh -2, MBD2 inh 5, UHRF1 binding -2, mABHD4 FP -5, HTRA1 inh -5, PRMT1 inh -4 and LEDGF integ inh 7.

(listing goes on)
CN(C)CCN(Cc1cccs1)S(=O)(=O)c1csc(C(N)=O)c1 was read as Rev-erbA mod -5, rCAG RNA binder -2, PG9 Ab binder 0.0, TCR CD3 inh -7, MBD2 inh -2, UHRF1 binding -1, mABHD4 FP 3, HTRA1 inh -4, PRMT1 inh -4 and LEDGF integ inh 2.
For C#C[C@]1(O)CCC2C3CCC4=Cc5oncc5CC4(C)C3CCC21C (stereo not given in full) the results were Rev-erbA mod 10, rCAG RNA binder 0, PG9 Ab binder -1.8, TCR CD3 inh 15, MBD2 inh 3, UHRF1 binding 0, mABHD4 FP 0, HTRA1 inh -35, PRMT1 inh -3 and LEDGF integ inh 0.
CC(=O)c1ccc(N2CCN(C(=O)Nc3ccc(F)cc3F)CC2)cc1 was read as Rev-erbA mod -5, rCAG RNA binder -4, PG9 Ab binder -1.6, TCR CD3 inh 9, MBD2 inh -4, UHRF1 binding -3, mABHD4 FP 2, HTRA1 inh 1, PRMT1 inh -2 and LEDGF integ inh -1.
`CCOC(=O)c1oc2ccccc2c1COC(=O)C(C)NC(=O)c1ccco1` (stereo not given) gave Rev-erbA mod -3, rCAG RNA binder 0, PG9 Ab binder -0.1, TCR CD3 inh -10, MBD2 inh -2, UHRF1 binding 0, mABHD4 FP -11, HTRA1 inh -3, PRMT1 inh 0 and LEDGF integ inh 5.
Cc1c(C(=O)NC2CCCCC2)sc2ncnc(N3CCN(c4ccccc4)CC3)c12 was read as Rev-erbA mod 39*, rCAG RNA binder -1, PG9 Ab binder 1.4, TCR CD3 inh -1, MBD2 inh 0, UHRF1 binding 3, mABHD4 FP 3, HTRA1 inh -1, PRMT1 inh 1 and LEDGF integ inh 0.
CC(=O)c1ccc(NC(=O)c2ccc(S(=O)(=O)N3CCCC3)cc2)cc1 was read as Rev-erbA mod 4, rCAG RNA binder 0, PG9 Ab binder -2.6, TCR CD3 inh -2, MBD2 inh 3, UHRF1 binding 0, mABHD4 FP -1, HTRA1 inh -3, PRMT1 inh -2 and LEDGF integ inh 2.
For Cc1ccc(C)c(Nc2ncnc3nc[nH]c23)c1 the results were Rev-erbA mod -1, rCAG RNA binder 2, PG9 Ab binder -1.0, TCR CD3 inh 2, MBD2 inh 1, UHRF1 binding -1, mABHD4 FP 0, HTRA1 inh 3, PRMT1 inh -4 and LEDGF integ inh -2.
O=C(/C=C/Nc1ccc(F)c(F)c1)c1cccs1 was read as Rev-erbA mod -2, rCAG RNA binder 0, PG9 Ab binder -0.7, TCR CD3 inh 1, MBD2 inh 2, UHRF1 binding -3, mABHD4 FP -2, HTRA1 inh -14, PRMT1 inh 1 and LEDGF integ inh 1.
CCOC(=O)C1CCCN(S(=O)(=O)CCNC(=O)c2ccccc2)C1 (stereo not given) was read as Rev-erbA mod -1, rCAG RNA binder -3, PG9 Ab binder -2.9, TCR CD3 inh 3, MBD2 inh -2, UHRF1 binding -3, mABHD4 FP 4, HTRA1 inh -1, PRMT1 inh -4 and LEDGF integ inh 0.
Screening O=C(NCCCN1CCCC1=O)c1cccc(C(F)(F)F)c1 returned Rev-erbA mod 0, rCAG RNA binder 0, PG9 Ab binder -3.4, TCR CD3 inh 4, MBD2 inh -3, UHRF1 binding 1, mABHD4 FP -2, HTRA1 inh -2, PRMT1 inh 1 and LEDGF integ inh 0.
COC(=O)c1ccccc1NC(=O)C(=O)NCC1CCCO1 (stereo not given) was read as Rev-erbA mod -4, rCAG RNA binder -1, PG9 Ab binder 0.5, TCR CD3 inh -2, MBD2 inh -6, UHRF1 binding 2, mABHD4 FP -4, HTRA1 inh 9, PRMT1 inh -4 and LEDGF integ inh -2.
For COc1cc(NC(=O)CSc2nc3ccccc3c(=O)n2C)ccc1NC(=O)c1ccco1 the results were Rev-erbA mod -11, rCAG RNA binder 11, PG9 Ab binder 4.2, TCR CD3 inh -5, MBD2 inh -1, UHRF1 binding -3, mABHD4 FP 0, HTRA1 inh 4, PRMT1 inh 1 and LEDGF integ inh 1.
For Cc1ccc(-c2[nH]n3c(=O)c4c(nc3c2C)CCCC4)cc1 the results were Rev-erbA mod 0, rCAG RNA binder 1, PG9 Ab binder 1.3, TCR CD3 inh -3, MBD2 inh 4, UHRF1 binding 3, mABHD4 FP -2, HTRA1 inh -10, PRMT1 inh 0 and LEDGF integ inh 0.
Screening CCn1nc(C)c(Br)c1-c1nc(CS(=O)(=O)c2ccsc2)no1 returned Rev-erbA mod 1, rCAG RNA binder -2, PG9 Ab binder 0.1, TCR CD3 inh -4, MBD2 inh 1, UHRF1 binding 6, mABHD4 FP 0, PRMT1 inh 6 and LEDGF integ inh -6.
O=C(NNC(=O)c1cc2ccccc2cc1O)Nc1ccc(Br)cc1 was read as Rev-erbA mod -5, rCAG RNA binder 28, PG9 Ab binder -2.4, TCR CD3 inh 23*, MBD2 inh 1, UHRF1 binding -1, mABHD4 FP 6, HTRA1 inh 10, PRMT1 inh 5 and LEDGF integ inh -3.
Screening CCCCCCCCN1C(=O)[C@H](CC(=O)N2CCSCC2)C[C@@]2(C(=O)OCC)CCCC=C12 returned Rev-erbA mod -4, rCAG RNA binder 2, PG9 Ab binder 0.4, TCR CD3 inh 0, MBD2 inh 8, UHRF1 binding 6, mABHD4 FP -16, PRMT1 inh 12 and LEDGF integ inh -3.
Cc1ccc(/C=N/NC(=O)CN2C(=O)CSc3ccccc32)o1 was read as Rev-erbA mod 1, rCAG RNA binder -4, PG9 Ab binder 0.0, TCR CD3 inh 3, MBD2 inh -5, UHRF1 binding -3, mABHD4 FP -1, HTRA1 inh -10, PRMT1 inh 3 and LEDGF integ inh -1.
For CCOc1cc(/C=C2\SC(N3CCCCC3)=NC2=O)ccc1O the results were Rev-erbA mod -2, rCAG RNA binder -4, PG9 Ab binder -9.1, TCR CD3 inh 0, MBD2 inh -5, UHRF1 binding -6, mABHD4 FP 2, HTRA1 inh -8, PRMT1 inh -2 and LEDGF integ inh 3.

Source: PubChem (several laboratories)
